U2OS ROS induce: cancer cell ROS induction; U2OS ROS induction, H2DCF-DA fluorescence; ROS induction (% of piperlongumine), % at 10 µM; hit rate 2% among 46,000; AID 624156; in the data active = ROS induction above about 79%, passing the limit was not always enough; inconclusive = no clear call, values can overlap the other calls;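 also: 0% = DMSO vehicle median and 100% = reference compound median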
* marks the source's active call; other numbers are inactive results; ? = inconclusive.

SMILES | U2OS ROS induce
COc1ccc(NC(=O)N(C)C[C@@H]2Oc3c(NC(=O)c4ccc(-c5nccs5)cc4)cccc3C(=O)N([C@H](C)CO)C[C@H]2C)cc1 | -5
COc1ccc(CCNC(=O)C2CC2(c2ccc(C)cc2)c2ccc(C)cc2)cc1OC (stereo unspecified) | 15
C[C@@H]1CN([C@H](C)CO)C(=O)Cc2cc(NC(=O)NC3CCCCC3)ccc2O[C@@H]1CN(C)S(=O)(=O)c1cccs1 | -5
C[C@@H]1CN([C@@H](C)CO)C(=O)c2cc(NS(=O)(=O)c3cccs3)ccc2O[C@@H]1CN(C)Cc1ccc(Cl)c(Cl)c1 | -3
Cc1ccccc1NC(=O)C(=O)NCc1cccnc1 | -1
C[C@@H]1CCCCO[C@H](CN(C)C)[C@@H](C)CN([C@H](C)CO)C(=O)c2cc(NC(=O)Cc3ccccc3)ccc2O1 | -1
Cc1noc(C)c1NC(=O)Nc1ccc2c(c1)CC(=O)N([C@H](C)CO)C[C@@H](C)[C@@H](CN(C)S(C)(=O)=O)O2 | 8
Cn1c2ccccc2c2nnc(SCc3ccc4nonc4c3)nc21 | 26
C[C@H]1CN([C@@H](C)CO)C(=O)Cc2cc(NC(=O)Nc3ccc4c(c3)OCO4)ccc2O[C@@H]1CN(C)S(=O)(=O)c1ccccc1 | 4
COc1ccc(NC(=O)CSc2cn(Cc3ccc(Cl)cc3)c3ccccc23)cc1 | 6
CC(C)NC(=O)N(C)C[C@H]1Oc2ccc(NC(=O)Cn3cnnn3)cc2CC(=O)N([C@H](C)CO)C[C@H]1C | 5
Cc1noc(C)c1NC(=O)Nc1ccc2c(c1)C(=O)N([C@@H](C)CO)C[C@H](C)[C@@H](CN(C)C)O2 | 0
Cc1ccc(-c2cc(C(F)(F)F)n3ncc(C(=O)NCc4ccco4)c3n2)cc1 | 96*
C[C@@H]1CN([C@H](C)CO)C(=O)CCCn2nncc2CO[C@@H]1CN(C)C(=O)c1ccc(N2CCN(C)CC2)cc1 | 22
O=C1CC(c2cccs2)SC(N(c2ccccc2)c2ccccc2)=N1 (stereo unspecified) | 46
C[C@@H]1CCCCO[C@@H](CN(C)S(=O)(=O)c2cn(C)cn2)[C@@H](C)CN([C@H](C)CO)C(=O)c2cc(NC(=O)Nc3ccccc3)ccc2O1 | -1
Cc1onc(-c2ccccc2)c1C(=O)NCCCn1ccnc1 | 7
COc1ccccc1NC(=O)c1c(NC(=O)c2cccnc2)sc(C)c1C | 39
COc1ccc(S(=O)(=O)N(C)C[C@@H]2Oc3ccc(NC(=O)Cc4cn(C)c5ccccc45)cc3CC(=O)N([C@H](C)CO)C[C@@H]2C)cc1 | 7
O=C(NC(Nc1ccc(Cl)cc1)C(=O)c1ccccc1)c1ccccc1 (stereo unspecified) | 27
C[C@H](CO)N1C[C@H](C)[C@@H](CN(C)S(=O)(=O)c2ccccc2)Oc2ccc(NS(=O)(=O)c3cn(C)cn3)cc2C1=O | -10
COc1ccc(NC(=O)Nc2ccc3c(c2)C(=O)N([C@H](C)CO)C[C@H](C)[C@@H](CN(C)Cc2ccc(C(=O)O)cc2)OCCCC[C@@H](C)O3)cc1 | 48
CC(C)NC(=O)N(C)C[C@H]1OCCCC[C@@H](C)Oc2ccc(NC(=O)CCC(F)(F)F)cc2C(=O)N([C@H](C)CO)C[C@@H]1C | 7
C[C@H](CO)N1C[C@H](C)[C@H](CN(C)C(=O)Nc2ccc(C(F)(F)F)cc2)Oc2c(NC(=O)c3ccc(-c4nccs4)cc3)cccc2C1=O | 44
O=C(C1=C[C@@H](c2ccccc2)C[C@@H](OCc2ccc(CO)cc2)O1)N1CCN(Cc2ccc3c(c2)OCO3)CC1 | 12
Cc1ccnc(SCC(=O)Nc2oc(-c3ccccc3)c(-c3ccccc3)c2C#N)n1 | ?
Cc1noc(C)c1NC(=O)N(C)C[C@H]1Oc2ccc(NC(=O)Cc3cn(C)c4ccccc34)cc2CC(=O)N([C@H](C)CO)C[C@H]1C | 0
CCOC(=O)C(C)Oc1cc2oc(=O)c3c(c2cc1Cl)CCCC3 (stereo unspecified) | -11
CCCCNc1c(C(=O)OCC)c(C)nc2c1cnn2CC | 75
C[C@@H]1CN([C@H](C)CO)C(=O)c2cc(NS(C)(=O)=O)ccc2O[C@H]1CN(C)C(=O)Nc1cccc2ccccc12 | -14
C[C@H](CO)N1C[C@H](C)[C@@H](CN(C)Cc2ccc(C(F)(F)F)cc2)Oc2ccc(NC(=O)Nc3ccccc3)cc2C1=O | 6
CC(C)(C)SCCNc1nc(Sc2ccc(Cl)cc2)nc(N2CCSCC2)n1 | 4
CC(=O)c1cccc(NC(=O)CN(c2cc(Cl)c(Cl)cc2Cl)S(C)(=O)=O)c1 | 10
Cc1cc(NC(=O)C(=O)NCCCn2ccnc2)ccc1Br | -16
CC1(C)CC(=O)C2=C(C1)N(CCCN1CCOCC1)C(=O)C2(NC(=O)c1ccccc1)C(F)(F)F (stereo unspecified) | -9
CCOC(=O)c1cc(-c2ccnn2S(=O)(=O)c2cccc(C(F)(F)F)c2)on1 | 184*
C[C@@H]1CN([C@H](C)CO)C(=O)c2cc(NC(=O)Cc3cn(C)c4ccccc34)ccc2O[C@H]1CN(C)Cc1ccc(Oc2ccccc2)cc1 | 24
COc1ccc([Si](C)(C)[C@@H]2[C@@H](CC(=O)N3CCC[C@H]3CO)O[C@]3(C(=O)N(Cc4ccc(I)cc4)c4ccccc43)[C@H]2C)cc1 | -8
CCn1c(=O)c(=O)n(CC)c2cc(S(=O)(=O)NCc3cccs3)ccc21 | -10
COc1ccc(S(=O)(=O)N(C)C[C@@H]2Oc3ccc(NS(=O)(=O)c4cn(C)cn4)cc3C(=O)N([C@@H](C)CO)C[C@H]2C)cc1 | -4
C[C@@H]1CN([C@H](C)CO)C(=O)c2cccc(NS(=O)(=O)c3ccccc3)c2O[C@@H]1CN(C)C(=O)Nc1ccc2c(c1)OCO2 | 5
O=C(c1cccc2c1-c1ccccc1C2)N1CCCCC1 | 2
CN(C)C(=O)n1c(SCc2ccccc2)nnc1-c1ccc(C(C)(C)C)cc1 | 0
Cc1cc(C(F)(F)F)c2c(-c3ccccc3)nn(-c3ccccc3)c2n1 | 13
C[C@H](CO)N1C[C@H](C)[C@@H](CN(C)S(=O)(=O)c2ccc(Oc3ccccc3)cc2)OCc2cnnn2CCCC1=O | 53
C[C@@H]1CN([C@H](C)CO)C(=O)Cc2cc(NC(=O)CCCN(C)C)ccc2O[C@H]1CN(C)CC1CCCCC1 | -1
COc1ccc(NC(=O)N(C)C[C@@H]2Oc3c(NS(=O)(=O)c4ccc(C)cc4)cccc3C(=O)N([C@@H](C)CO)C[C@H]2C)cc1 | 2
Cc1ccc(NC(=O)CSc2nnc(N3C(=O)c4ccccc4C3=O)s2)c(C)c1 | 8

13 of the compounds above, comma-delimited:
Compound,U2OS ROS induce
O=C1CC(c2cccs2)SC(N(c2ccccc2)c2ccccc2)=N1 (stereo unspecified),46
C[C@@H]1CCCCO[C@@H](CN(C)S(=O)(=O)c2cn(C)cn2)[C@@H](C)CN([C@H](C)CO)C(=O)c2cc(NC(=O)Nc3ccccc3)ccc2O1,-1
Cc1onc(-c2ccccc2)c1C(=O)NCCCn1ccnc1,7
COc1ccccc1NC(=O)c1c(NC(=O)c2cccnc2)sc(C)c1C,39
COc1ccc(S(=O)(=O)N(C)C[C@@H]2Oc3ccc(NC(=O)Cc4cn(C)c5ccccc45)cc3CC(=O)N([C@H](C)CO)C[C@@H]2C)cc1,7
O=C(NC(Nc1ccc(Cl)cc1)C(=O)c1ccccc1)c1ccccc1 (stereo unspecified),27
C[C@H](CO)N1C[C@H](C)[C@@H](CN(C)S(=O)(=O)c2ccccc2)Oc2ccc(NS(=O)(=O)c3cn(C)cn3)cc2C1=O,-10
COc1ccc(NC(=O)Nc2ccc3c(c2)C(=O)N([C@H](C)CO)C[C@H](C)[C@@H](CN(C)Cc2ccc(C(=O)O)cc2)OCCCC[C@@H](C)O3)cc1,48
CC(C)NC(=O)N(C)C[C@H]1OCCCC[C@@H](C)Oc2ccc(NC(=O)CCC(F)(F)F)cc2C(=O)N([C@H](C)CO)C[C@@H]1C,7
C[C@H](CO)N1C[C@H](C)[C@H](CN(C)C(=O)Nc2ccc(C(F)(F)F)cc2)Oc2c(NC(=O)c3ccc(-c4nccs4)cc3)cccc2C1=O,44
O=C(C1=C[C@@H](c2ccccc2)C[C@@H](OCc2ccc(CO)cc2)O1)N1CCN(Cc2ccc3c(c2)OCO3)CC1,12
Cc1ccnc(SCC(=O)Nc2oc(-c3ccccc3)c(-c3ccccc3)c2C#N)n1,?
Cc1noc(C)c1NC(=O)N(C)C[C@H]1Oc2ccc(NC(=O)Cc3cn(C)c4ccccc34)cc2CC(=O)N([C@H](C)CO)C[C@H]1C,0

Further results:
SMILES | U2OS ROS induce
COc1ccc(C)cc1S(=O)(=O)N(C)CC(=O)N1CCCCC1 | -3
C[C@@H]1CCCCO[C@H](CN(C)C(=O)CCCN(C)C)[C@@H](C)CN([C@H](C)CO)C(=O)c2cc(NC(=O)Nc3ccc4c(c3)OCO4)ccc2O1 | -6
COc1ccc(S(=O)(=O)N(C)C[C@@H]2Oc3c(NC(=O)Nc4ccc5c(c4)OCO5)cccc3C(=O)N([C@H](C)CO)C[C@H]2C)cc1 | 38
CN1C2CCC1CC(NC(=O)c1nn(C)c3ccccc13)C2 (stereo unspecified) | 2
C[C@H](CO)N1C[C@H](C)[C@@H](CN(C)Cc2ccncc2)Oc2ccc(NS(=O)(=O)c3cccs3)cc2C1=O | 11
C[C@H]1CN([C@@H](C)CO)C(=O)Cc2cc(NC(=O)CCCCCC(=O)Nc3ccccc3N)ccc2O[C@@H]1CN(C)S(=O)(=O)c1ccc(F)cc1 | -3
O=C(Nc1cccc(-c2cn3ccccc3n2)c1)c1cccc(Cl)c1 | 60
O=C(Cn1nnc2ccccc21)NCCN1CCCC1 | -7
C[C@H]1CN([C@@H](C)CO)C(=O)c2cc(NC(=O)Nc3cccc4ccccc34)ccc2O[C@@H]1CN(C)S(C)(=O)=O | -7
C[C@@H]1CN([C@H](C)CO)C(=O)c2cccc(N(C)C)c2O[C@@H]1CN(C)C(=O)NC1CCCCC1 | -4
C[C@H](CO)N1C[C@H](C)[C@H](CN(C)S(=O)(=O)c2cccs2)Oc2ncc(C#Cc3ccc(C(F)(F)F)cc3)cc2C1=O | 110*
Cc1cc(N(CC(=O)Nc2ccccc2Cl)S(C)(=O)=O)ccc1Br | -11
C[C@H]1CN([C@@H](C)CO)C(=O)CCCn2nncc2CO[C@@H]1CN(C)S(=O)(=O)c1ccc(C#N)cc1 | 24
C[C@H]1CN([C@@H](C)CO)C(=O)Cc2cc(NC(=O)C3CC3)ccc2O[C@H]1CN(C)S(=O)(=O)c1cn(C)cn1 | 0
C[C@@H]1CN([C@@H](C)CO)C(=O)Cc2cc(NC(=O)Cc3cn(C)c4ccccc34)ccc2O[C@@H]1CN(C)C(=O)Nc1ccccc1 | 2
CC(C)N=C(N)/N=C(\N)Nc1ccc(Cl)cc1 | -13
CC1OC(OC2C(OC3C(O[C@H]4CC[C@@]5(C)C(CC[C@]6(C)C5CC=C5[C@@H]7CC(C)(C)C[C@@H](O)[C@]7(C)CC[C@]56C)C4(C)C)OC(C(=O)O)C(O)C3O)OC(CO)C(O)C2O)C(O)C(O)C1O (stereo partly specified) | -3
CC(=O)c1ccc(NC(=O)COc2ccccc2C(N)=O)cc1 | -5
O=C(CCCCCCC(=O)Nc1ccccc1O)N/N=C/c1ccc(C(F)(F)F)cc1 | 7
COc1ccc(C(=O)CSc2n[nH]c(-c3ccccc3)n2)cc1OC | 8
[N-]=[N+]=NCc1ccccc1C[C@]1(C(N)=O)N=C(c2ccc(OCCCO)cc2)O[C@H]1c1ccccc1 | 63
C[C@@H]1CN([C@@H](C)CO)C(=O)Cc2cc(NC(=O)Nc3cccc4ccccc34)ccc2O[C@@H]1CN(C)Cc1ccccc1 | 67
COc1ccccc1-c1nc(SCC(=O)O)n[nH]1 | -4
CCN1CCN(C(=O)C(C)N(c2ccccc2)S(C)(=O)=O)CC1 (stereo unspecified) | -3
COc1ccc([Si](C)(C)[C@H]2[C@H](CCn3cc(CCO)nn3)O[C@@]3(C(=O)N(c4ccccc4)c4ccccc43)[C@@H]2C)cc1 | 53
C[C@@H]1CN([C@H](C)CO)C(=O)Cc2cc(NS(=O)(=O)c3ccccc3)ccc2O[C@H]1CN(C)Cc1ccccc1 | 23
CC(C)(C)NC(=S)NCC1CC1 | 51
C[C@H]1CN([C@@H](C)CO)C(=O)c2cc(NC(=O)Nc3ccc(F)cc3)ccc2O[C@H]1CN(C)Cc1ccc(Cl)c(Cl)c1 | 12
C[C@H]1CN([C@@H](C)CO)C(=O)c2cc(NC(=O)CCN3CCOCC3)ccc2O[C@H]1CN(C)C(=O)Nc1ccc(F)cc1 | -12
C[C@H](CO)N1C[C@H](C)[C@H](CN(C)CC2CCCCC2)Oc2ccc(NC(=O)Nc3ccccc3)cc2C1=O | -4
C[C@@H]1CCCCO[C@H](CN(C)C(=O)CCCN(C)C)[C@@H](C)CN([C@H](C)CO)C(=O)c2cc(NS(=O)(=O)c3ccccc3)ccc2O1 | -17
CCC(Sc1nc2ccsc2c(=O)n1Cc1ccccn1)C(=O)Nc1cccc(OC)c1 (stereo unspecified) | 33
CCc1c(C)nc(SCC(=O)Nc2ccc(Cl)cc2)[nH]c1=O | -5
C[C@H]1CN([C@@H](C)CO)C(=O)Cc2cc(N(C)C)ccc2O[C@@H]1CN(C)C(=O)Nc1cccc2ccccc12 | -6
Cc1ccc(C)c(NC(=O)CN(c2cccc(F)c2)S(C)(=O)=O)c1 | -1
COc1cc(OC)cc(-c2nnc(SCC(=O)Nc3ccccc3)o2)c1 | -7
COc1ccc(C2=Nc3ccccc3SC(c3ccccc3)C2)cc1 (stereo unspecified) | 39
Cc1cc(O)cc(C)c1Cl | -5
Cc1ccc2cc(S(=O)(=O)NCc3ccco3)ccc2c1 | -8
O=C(CSc1nc2c(sc3ccccc32)c(=O)n1-c1ccccc1)N1CCCC1 | 3
C[C@@H]1CN([C@H](C)CO)C(=O)c2cc(NC(=O)CCC(F)(F)F)ccc2O[C@@H]1CN(C)C | -11
C[C@@H]1CN([C@@H](C)CO)C(=O)c2cc(NC(=O)CCCCCC(=O)Nc3ccccc3N)ccc2O[C@H]1CN(C)CC1CCCCC1 | -9
CC(C)(C)OC(=O)NC1(/C=N/NC(=O)CCCCC(=O)NO)CCCC1 | 2
Cc1c(CC(=O)O)c(=O)oc2c(C)c(OC(C)C(=O)O)ccc12 (stereo unspecified) | -8

Screens from PubChem BioAssay.

An excerpt; rates above refer to the full screens.
